High-throughput results as filed in PubChem BioAssay.
TEAD-YAP inh = TEAD-YAP interaction inhibition; HEK-TIYL cells, TEAD-Gal4/YAP UAS-luciferase luminescence; inhibition, % at 9.12 µM; 640,000 compounds, 1.4% hits; in the data active = inhibition above about 32%;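 note: 0% = median of test compound wells and 100% = reference inhibitor wells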
FBW7 act = human FBW7 E3 ligase activation, primary screen. normalized activity (activation), % at 26.1 µM. Q969H0. 650,000 compounds, 0.13% hits. AlphaScreen FBW7–phospho-cyclin E peptide binding, activator screen; in the data active = normalized activity above about 1.9%;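 note: purified mutant Fbw7 with reduced substrate affinity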
MITF primary = inhibitors of human MITF | AID 1259374 | AlphaScreen MITF homodimerization, bead proximity signal | inhibition, % at 2.6 µM | 650,000 compounds, 0.91% hits | O75030; in the data active = inhibition above about 50%;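 note: 0% = vehicle wells with protein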
Target sequence (O75030 whole entry, looked up): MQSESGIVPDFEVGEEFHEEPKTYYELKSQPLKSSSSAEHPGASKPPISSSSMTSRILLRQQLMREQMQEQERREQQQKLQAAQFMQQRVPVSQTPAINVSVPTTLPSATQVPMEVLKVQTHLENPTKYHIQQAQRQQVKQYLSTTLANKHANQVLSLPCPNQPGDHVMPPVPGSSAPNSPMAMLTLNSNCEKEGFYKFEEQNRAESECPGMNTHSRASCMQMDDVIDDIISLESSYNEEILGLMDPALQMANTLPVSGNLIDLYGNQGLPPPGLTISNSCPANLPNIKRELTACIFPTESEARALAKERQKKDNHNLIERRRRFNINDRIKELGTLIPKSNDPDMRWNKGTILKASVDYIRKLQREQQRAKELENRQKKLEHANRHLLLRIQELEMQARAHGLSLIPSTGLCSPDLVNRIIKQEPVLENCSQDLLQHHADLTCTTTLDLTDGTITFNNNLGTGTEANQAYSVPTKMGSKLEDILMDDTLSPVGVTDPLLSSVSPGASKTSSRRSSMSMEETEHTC
GPR151 activ = activators of human GPR151; Q8TDV0; PathHunter beta-arrestin GPR151 cells, luminescence; activation, % at 11.2 µM; 650,000 compounds, 1% hits; in the data active = activation above about 4.9%;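 note: 0% = median of compound wells and 100% = cells with positive control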
Target sequence (Q8TDV0 whole entry, looked up): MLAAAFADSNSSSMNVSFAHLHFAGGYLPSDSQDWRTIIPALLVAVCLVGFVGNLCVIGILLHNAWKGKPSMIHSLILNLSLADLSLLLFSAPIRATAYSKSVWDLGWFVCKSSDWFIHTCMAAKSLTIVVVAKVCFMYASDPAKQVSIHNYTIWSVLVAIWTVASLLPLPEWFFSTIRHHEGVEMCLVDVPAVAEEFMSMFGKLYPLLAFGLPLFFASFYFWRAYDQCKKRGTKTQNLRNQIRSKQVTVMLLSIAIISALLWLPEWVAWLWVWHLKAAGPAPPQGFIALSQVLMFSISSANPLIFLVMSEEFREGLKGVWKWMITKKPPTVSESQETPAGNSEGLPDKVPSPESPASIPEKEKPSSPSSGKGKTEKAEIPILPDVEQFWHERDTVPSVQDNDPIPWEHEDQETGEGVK
Active calls of the source: *.

How did O=C(C=Nc1ccccc1[N+](=O)[O-])Nc1ccco1 do in these assays?
TEAD-YAP inh: -1; FBW7 act: 0.1; MITF primary: 0; GPR151 activ: 1.9

Results for O=S(=O)(Nc1ccc(N2CCC(NC3CCOCC3)CC2)cc1)c1ccccc1 ?
TEAD-YAP inh: -14; FBW7 act: -0.1; MITF primary: -7; GPR151 activ: 0.4

Results for OCC1CCCN1c1nc2ncnc(NC3CCN(Cc4ccccc4)CC3)c2[nH]1 (stereo not given) ?
TEAD-YAP inh: -5; FBW7 act: -0.2; MITF primary: 4; GPR151 activ: 0.3

What do the screens show for `CCCNC(=O)c1cnc2c(c(C)nn2-c2ccc(C)cc2)c1Cl`?
TEAD-YAP inh: 1; FBW7 act: 0.3; MITF primary: 6; GPR151 activ: -0.4

How did COc1ccc(C[C@@H]2NC(=O)[C@H]3CN(C(=O)c4ccc(C)c(F)c4)CCN3C2=O)cc1 do in these assays?
TEAD-YAP inh: -14; FBW7 act: 0.2; MITF primary: -6; GPR151 activ: 3.9

Results for Cc1cc(Br)c(S(=O)(=O)N2CCC(C)CC2)cc1C ?
TEAD-YAP inh: 1; FBW7 act: 2.1*; MITF primary: 7; GPR151 activ: 0.7

What do the screens show for `Cc1cc(=O)[nH]c(N/N=C/c2ccc(C)o2)n1`?
TEAD-YAP inh: -18; FBW7 act: -0.1; MITF primary: 1; GPR151 activ: 1.0

What do the screens show for `Cc1ccccc1Nc1nc(N)nc(COC(=O)c2ccc([N+](=O)[O-])o2)n1`?
TEAD-YAP inh: 10; FBW7 act: 0.3; MITF primary: 10; GPR151 activ: -0.5

What do the screens show for `O=C(Nc1ccc2oc(-c3cccnc3)nc2c1)c1ccccc1Cl`?
TEAD-YAP inh: -72; FBW7 act: 0.0; MITF primary: 14; GPR151 activ: 0.8

How did O=C1[C@H]2[C@H]3[C@H](O)[C@H](O)C/C(=N\OCc4ccccc4)[C@@H]3CC[C@H]2C(=O)N1Cc1ccc2c(c1)OCO2 do in these assays?
FBW7 act: 0.3; MITF primary: 11; GPR151 activ: -2.3

What do the screens show for `COc1cccc(NC(=O)CC2CCCCC2)c1`?
TEAD-YAP inh: -57; FBW7 act: -0.1; MITF primary: -5; GPR151 activ: -0.8

What do the screens show for `CCOC(=O)C1=C(C)NC2=C(C(=O)CC(C)(C)C2)C1c1cc(Br)c(O)c(OCC)c1` (stereo not given)?
TEAD-YAP inh: 10; FBW7 act: 0.0; MITF primary: 5; GPR151 activ: -0.8

How did CC(=O)Nc1ccc(S(=O)(=O)NCC(=O)Nc2cc(C)ccn2)cc1 do in these assays?
TEAD-YAP inh: -7; FBW7 act: -0.1; MITF primary: -4; GPR151 activ: 0.8

What do the screens show for `Cc1nc2ccccc2c2nn(CC(=O)N(C(C)C)C(C)C)c(=O)n12`?
TEAD-YAP inh: -11; FBW7 act: 0.1; MITF primary: -1; GPR151 activ: -1.1

How did Cc1nn(C(C)C(=O)N2CCCC2)c(C)c1[N+](=O)[O-] (stereo not given) do in these assays?
TEAD-YAP inh: 3; FBW7 act: 0.1; MITF primary: 3; GPR151 activ: -1.6

Results for CC(C)OC(=O)COc1ccc2c(=O)c(-c3ccc(Cl)cc3)c(C(F)(F)F)oc2c1 ?
TEAD-YAP inh: 14; FBW7 act: 0.0; MITF primary: -5; GPR151 activ: 0.0

What do the screens show for `Cc1ccc(Nc2nc(Nc3ccc(C)cc3)nc(N3CCCCC3)n2)cc1`?
TEAD-YAP inh: 9; FBW7 act: 0.6; MITF primary: 15; GPR151 activ: -0.1

Results for Cc1ccc(-n2c(N)c(C(=O)N3CCN(C)CC3)sc2=S)cc1 ?
TEAD-YAP inh: 9; FBW7 act: -0.2; MITF primary: 9; GPR151 activ: 0.9

How did CCOC(=O)C1=C(C)N=c2s/c(=C\c3ccc(OCc4ccc(Cl)cc4)c(OC)c3)c(=O)n2C1c1ccc(C(C)C)cc1 (stereo not given) do in these assays?
TEAD-YAP inh: -11; FBW7 act: 0.4; MITF primary: -15; GPR151 activ: -0.3

Results for C[N+](C)(C)CCCNC(=O)c1c(O)c2c([nH]c1=O)CCCC2 ?
TEAD-YAP inh: 0; FBW7 act: 0.1; MITF primary: 13; GPR151 activ: -1.2

Seven structures from above, sorted by length of the SMILES, low to high.
What do the screens show for `COc1cccc(NC(=O)CC2CCCCC2)c1`?
TEAD-YAP inh: -57; FBW7 act: -0.1; MITF primary: -5; GPR151 activ: -0.8

Results for Cc1cc(Br)c(S(=O)(=O)N2CCC(C)CC2)cc1C ?
TEAD-YAP inh: 1; FBW7 act: 2.1*; MITF primary: 7; GPR151 activ: 0.7

What do the screens show for `CCCNC(=O)c1cnc2c(c(C)nn2-c2ccc(C)cc2)c1Cl`?
TEAD-YAP inh: 1; FBW7 act: 0.3; MITF primary: 6; GPR151 activ: -0.4

Results for Cc1ccc(-n2c(N)c(C(=O)N3CCN(C)CC3)sc2=S)cc1 ?
TEAD-YAP inh: 9; FBW7 act: -0.2; MITF primary: 9; GPR151 activ: 0.9

What do the screens show for `Cc1nc2ccccc2c2nn(CC(=O)N(C(C)C)C(C)C)c(=O)n12`?
TEAD-YAP inh: -11; FBW7 act: 0.1; MITF primary: -1; GPR151 activ: -1.1

Results for O=S(=O)(Nc1ccc(N2CCC(NC3CCOCC3)CC2)cc1)c1ccccc1 ?
TEAD-YAP inh: -14; FBW7 act: -0.1; MITF primary: -7; GPR151 activ: 0.4

How did O=C1[C@H]2[C@H]3[C@H](O)[C@H](O)C/C(=N\OCc4ccccc4)[C@@H]3CC[C@H]2C(=O)N1Cc1ccc2c(c1)OCO2 do in these assays?
FBW7 act: 0.3; MITF primary: 11; GPR151 activ: -2.3

Further records
What do the screens show for `O=C(Nc1ccc(O)c(-c2nc3ccccc3s2)c1)c1cc2cc([N+](=O)[O-])ccc2s1`?
TEAD-YAP inh: -4; FBW7 act: 0.1; MITF primary: 6; GPR151 activ: 1.8

Results for Cc1cc(C)n(CC(=O)N2CCCC(CCC(=O)N3CCN(c4ccccn4)CC3)C2)n1 (stereo not given) ?
TEAD-YAP inh: -3; FBW7 act: 0.1; MITF primary: -10; GPR151 activ: 0.9

Results for CC(=O)Nc1nc2c(s1)C(=O)NCC(C)(C)C2 ?
TEAD-YAP inh: 13; FBW7 act: 0.0; MITF primary: -13; GPR151 activ: -0.1

How did Cc1cccc(NC(=O)c2ccc(N3CCC(C)CC3)c([N+](=O)[O-])c2)c1 do in these assays?
TEAD-YAP inh: -8; FBW7 act: -0.1; MITF primary: 4; GPR151 activ: -0.9

Results for COc1nn(C)cc1C(=O)N1CCCC(C(=O)N2CCN(c3cccc(Cl)c3)CC2)C1 (stereo not given) ?
TEAD-YAP inh: 42*; FBW7 act: -0.1; MITF primary: 0; GPR151 activ: -0.5

What do the screens show for `O=C(C1CCN(S(=O)(=O)c2cccc3nonc23)CC1)N1CCCc2ccccc21`?
TEAD-YAP inh: 10; FBW7 act: 0.3; MITF primary: 15; GPR151 activ: 0.1

What do the screens show for `Cc1cc(NC(=O)C2CCCCC2)cc2[nH]c(-c3ccc(NC(=O)C4CCCCC4)cc3)nc12`?
TEAD-YAP inh: -40; FBW7 act: -0.2; MITF primary: -13; GPR151 activ: 1.0

How did CCN(CC)CCn1c(N)c(C(=O)Nc2ccccc2C)sc1=S do in these assays?
TEAD-YAP inh: 2; FBW7 act: -0.1; MITF primary: 3; GPR151 activ: 6.0*

Results for O=S(=O)(Nc1ccc(S(=O)(=O)N2CCCC2)cc1)c1ccc2ccccc2c1 ?
TEAD-YAP inh: -6; FBW7 act: -0.1; MITF primary: 6; GPR151 activ: 0.2

What do the screens show for `Cc1ccccc1N1C(=O)CN(C(=O)c2scc3c2OCCO3)CC1C` (stereo not given)?
TEAD-YAP inh: -1; FBW7 act: -0.4; MITF primary: 13; GPR151 activ: 3.6

What do the screens show for `CCOc1cccc(C(=O)c2ccc(O)c(O)c2O)c1`?
TEAD-YAP inh: -7; FBW7 act: 0.0; MITF primary: 11; GPR151 activ: -0.2

What do the screens show for `COC(=O)C1=C(C)OC(N)=C(C#N)C1c1ccccc1I` (stereo not given)?
TEAD-YAP inh: 13; FBW7 act: 0.1; MITF primary: 14; GPR151 activ: -1.2

What do the screens show for `CCOc1ccccc1NC(=O)Cn1c(=O)n(Cc2ccc(F)cc2)c(=O)c2cccnc21`?
TEAD-YAP inh: 0; FBW7 act: -0.2; MITF primary: 8; GPR151 activ: -1.2

How did CCOC(=O)c1ccc(NCn2nnc3ccccc32)cc1 do in these assays?
TEAD-YAP inh: -5; FBW7 act: -0.1; MITF primary: 3; GPR151 activ: -1.2

What do the screens show for `Cc1cc2nc(Cc3ccccc3F)c(=O)[nH]c2cc1C`?
TEAD-YAP inh: 11; FBW7 act: 0.1; MITF primary: 12; GPR151 activ: -1.3

What do the screens show for `COc1cc(NC(=O)c2c(C(F)(F)F)nc3ccccn23)cc(OC)c1OC`?
TEAD-YAP inh: 0; FBW7 act: 0.1; MITF primary: 2; GPR151 activ: -1.0

What do the screens show for `COc1ccc(CC(=O)Nc2ccc3sccc3c2)cc1C`?
TEAD-YAP inh: -10; FBW7 act: -0.1; MITF primary: -5; GPR151 activ: -0.6

Results for COc1ccc(/C=N/NC(=O)CCC(=O)Nc2ccc(Cl)cc2C)c(OC)c1 ?
TEAD-YAP inh: 7; FBW7 act: 0.1; MITF primary: 18; GPR151 activ: 0.0

Results for COc1cccc(CCc2nnc(CCC(=O)N3C[C@@H]4CCC[C@H]3C4)o2)c1 ?
TEAD-YAP inh: 8; FBW7 act: 0.0; MITF primary: 5; GPR151 activ: 0.1

How did CCN(Cc1ccccc1)S(=O)(=O)c1ccc(F)c(C(=O)Nc2ccccc2Cl)c1 do in these assays?
TEAD-YAP inh: -4; FBW7 act: 0.4; MITF primary: -17; GPR151 activ: 2.8

Results for O=C(Nc1ccc2ccccc2n1)c1cccs1 ?
TEAD-YAP inh: -8; FBW7 act: -0.1; MITF primary: 3; GPR151 activ: -9.3

How did CCCOc1ccc(N2C(=O)CC(NC3CCCCC3)C2=O)cc1 (stereo not given) do in these assays?
TEAD-YAP inh: -1; FBW7 act: -0.1; MITF primary: -2; GPR151 activ: -0.6

What do the screens show for `COc1ccccc1N1CCN(CC(O)COCc2cc(OC)c(OC)c(OC)c2)CC1` (stereo not given)?
TEAD-YAP inh: 6; FBW7 act: 0.1; MITF primary: 23; GPR151 activ: 2.0

How did COc1cc(OC)c([C@@H]2C[C@H]3CN(C)C(=O)[C@]34CCCN24)c(OC)c1 do in these assays?
TEAD-YAP inh: 9; FBW7 act: -0.1; MITF primary: 6; GPR151 activ: -0.8

Results for Cc1ccc(C(=O)Nc2c(C(=O)N3CCC(Cc4ccccc4)CC3)cnn2-c2ccccc2)cc1 ?
TEAD-YAP inh: 3; FBW7 act: 0.0; MITF primary: 4; GPR151 activ: 0.3

What do the screens show for `CCOC(=O)/C(C(N)=O)=C(\O)C(=O)/C=C(\O)c1ccc(C)cc1`?
TEAD-YAP inh: -5; FBW7 act: -0.2; MITF primary: 0; GPR151 activ: 0.9

Results for COc1ccc(Cl)cc1C(=O)Nc1ccc(F)c([N+](=O)[O-])c1 ?
TEAD-YAP inh: 5; FBW7 act: 0.1; MITF primary: 16; GPR151 activ: 0.8

How did N#CC1=C(SCC(=O)Nc2cccc(Cl)c2)NC2=C(C(=O)CCC2)C1c1cccs1 (stereo not given) do in these assays?
TEAD-YAP inh: -1; FBW7 act: -0.1; MITF primary: 15; GPR151 activ: -0.6

Results for CC1CCN(C(=O)Cn2c(=O)oc3ccccc32)CC1 ?
TEAD-YAP inh: -3; FBW7 act: 0.1; MITF primary: 9; GPR151 activ: 0.0

How did CCOc1ccccc1C1C(C#N)=C(SCC(=O)Nc2ccc(C)c(C)c2)NC(C)=C1C(=O)OC (stereo not given) do in these assays?
TEAD-YAP inh: -3; FBW7 act: 0.3; MITF primary: 15; GPR151 activ: -1.8

Results for CC1CCN(C(=O)CSc2nc3ccc(Br)cc3c3nc4ccccc4n23)CC1 ?
TEAD-YAP inh: 1; FBW7 act: 0.1; MITF primary: -5; GPR151 activ: -0.7

What do the screens show for `Cc1ccc(C(NC(=O)N2CCCC2)C(Cl)(Cl)Cl)cc1F` (stereo not given)?
TEAD-YAP inh: -3; FBW7 act: 0.0; MITF primary: 0; GPR151 activ: -0.8

Results for O=C1c2ccccc2NC2(CCCCC2)N1N=C1CCCCC1 ?
TEAD-YAP inh: -51; FBW7 act: -0.3; MITF primary: -6; GPR151 activ: -0.8

How did O=C(CCn1nc(-c2ccc(Cl)cc2)ccc1=O)NCCN1CCCC1 do in these assays?
TEAD-YAP inh: -1; FBW7 act: -0.1; MITF primary: 12; GPR151 activ: 0.4

What do the screens show for `COc1ccccc1/C=C/C=C1\N=C(c2ccc(C)c(C)c2)OC1=O`?
TEAD-YAP inh: -1; FBW7 act: 0.7; MITF primary: 2; GPR151 activ: 1.5

How did COc1ccccc1N(CC(=O)Nc1ccc(F)cc1)S(C)(=O)=O do in these assays?
TEAD-YAP inh: -3; FBW7 act: -0.1; MITF primary: -9; GPR151 activ: -2.0

How did CCC1CCCCN1C(=O)c1c[nH]c2ccc(S(=O)(=O)N(C)c3ccc(Br)cc3)cc2c1=O (stereo not given) do in these assays?
TEAD-YAP inh: -6; FBW7 act: 0.0; MITF primary: -2; GPR151 activ: -0.2

Results for COc1ccc(-n2cnc3nc4c(c(-c5ccccc5)c32)CCC4)cc1 ?
TEAD-YAP inh: -2; FBW7 act: -0.3; MITF primary: -10; GPR151 activ: -1.1

What do the screens show for `CN1C(C(=O)Nc2ccc(F)cc2F)=CC(c2ccc(F)cc2)=NS1(=O)=O`?
TEAD-YAP inh: 0; FBW7 act: -0.2; MITF primary: 2; GPR151 activ: 2.5
